TRHR enhancer: allosterically enhances the human TRH receptor; P34981; TRHR cells, fluo-8 calcium fluorescence, EC20 TRH enhancement; enhancement, % at 2 µM; actives 0.66% (n = 360,000); AID 493056; in the data active = enhancement above about 30%; also: 0% is about no effect
Target sequence (P34981 whole entry, looked up): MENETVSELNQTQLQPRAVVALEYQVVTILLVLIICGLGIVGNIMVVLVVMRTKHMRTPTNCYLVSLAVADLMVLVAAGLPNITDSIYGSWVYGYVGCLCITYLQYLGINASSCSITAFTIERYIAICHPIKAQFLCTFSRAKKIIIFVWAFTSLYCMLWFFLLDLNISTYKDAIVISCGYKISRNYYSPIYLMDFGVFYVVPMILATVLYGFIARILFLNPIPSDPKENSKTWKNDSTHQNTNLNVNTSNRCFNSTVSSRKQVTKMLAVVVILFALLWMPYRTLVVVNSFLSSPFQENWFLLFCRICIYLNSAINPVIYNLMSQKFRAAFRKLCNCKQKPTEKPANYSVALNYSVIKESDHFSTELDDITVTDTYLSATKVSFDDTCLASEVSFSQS
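TRHR-expressing cells loaded with fluo-8 calcium dye were read kinetically (ex 480/em 530) during compound addition, then stimulated with an EC20 of TRH (10 nM final). Enhancement of the Gq-mediated intracellular calcium response was scored.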
Pin1 inhibitor: inhibitors of human Pin1; Q13526; Pin1 FP peptide displacement, HiFluor488, 10 min; AID 504891; Potency, µM (highest dose often 115 µM), for the others: top-dose activity, negative = inhibition, most hits filed as inhibitors; actives 0.009% (n = 390,000); active = well fitted inhibition curve with a large enough effect in the polarisation, with a control signal flat, not every such curve was filed as active; inconclusive = small, poorly fitted or top-dose-only effect, or effect the other way, or a change in a side signal; inactive = no such curve, though single readings can be large or run the other way; the % refers to the polarisation; also: potency is read from the fitted curve at half-maximal effect; % is scaled to controls: 0 for no effect and ±100 for the full control effect
mIDH1 inhibitor: human IDH1 R132H inhibition | O75874 | IDH1-R132H enzyme, NADPH consumption, diaphorase/resazurin fluorescence | Potency, µM (top dose mostly 76.6 µM), for the others: at the highest dose activity change, negative = inhibition, most hits filed as inhibitors | actives 0.093% (n = 390,000) | AID 602179; also: potency is read from the fitted curve at half-maximal effect; % is scaled to controls: 0 for no effect and ±100 for the full control effect; nearly all actives have a fitted effect of over 65% in size
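IDH1-R132H (0.5 ug/mL) preincubated 30 min with compound, then NADPH (0.016 mM) and alpha-KG (2 mM) added; 80 min at RT, pH 7.5. Remaining NADPH coupled via diaphorase/resazurin to fluorescence (540/590 nm); concentration-response curves normalized to no-enzyme control.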
D2 antag: antagonists of human D2 dopamine receptor | P14416 | actives 2% (n = 340,000) | HEK293 TREx D2 cells, calcium flux, dopamine EC80 | inhibition, % at 10 µM; in the data active = inhibition above about 30%; also: 0% is about no effect
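HEK293 T-REx D2 cells, tet-induced, calcium dye no-wash. Cpd pintool add, 180 s kinetic, then EC80 DA, 180 s kinetic. Ca flux read.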
TRHR agonist: agonists of human TRH receptor; activation, % at 2 µM; P34981; AID 493084; actives 0.18% (n = 360,000); TRHR cells, calcium flux fluo-8, FDSS agonist mode; in the data active = activation above about 30%; also: 0% is about no effect
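Fluo-8-loaded TRHR cells; 10 s baseline, compound added, kinetic Ca2+ fluorescence read 1/s, agonist mode.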
TrxR1 inh: inhibitors of rat thioredoxin reductase 1; O89049; recombinant rTrxR1, NADPH fluorescence consumption, selenite substrate; Potency, µM (doses to about 114 µM), without a hit: at the highest dose activity change, negative = inhibition, usual class: inhibitors; actives 1% (n = 390,000); AID 588453; also: potency is read from the fitted curve at half-maximal effect; % is scaled to controls: 0 for no effect and ±100 for the full control effect; nearly all actives have a fitted effect of over 65% in size
Target sequence (O89049 whole entry, looked up): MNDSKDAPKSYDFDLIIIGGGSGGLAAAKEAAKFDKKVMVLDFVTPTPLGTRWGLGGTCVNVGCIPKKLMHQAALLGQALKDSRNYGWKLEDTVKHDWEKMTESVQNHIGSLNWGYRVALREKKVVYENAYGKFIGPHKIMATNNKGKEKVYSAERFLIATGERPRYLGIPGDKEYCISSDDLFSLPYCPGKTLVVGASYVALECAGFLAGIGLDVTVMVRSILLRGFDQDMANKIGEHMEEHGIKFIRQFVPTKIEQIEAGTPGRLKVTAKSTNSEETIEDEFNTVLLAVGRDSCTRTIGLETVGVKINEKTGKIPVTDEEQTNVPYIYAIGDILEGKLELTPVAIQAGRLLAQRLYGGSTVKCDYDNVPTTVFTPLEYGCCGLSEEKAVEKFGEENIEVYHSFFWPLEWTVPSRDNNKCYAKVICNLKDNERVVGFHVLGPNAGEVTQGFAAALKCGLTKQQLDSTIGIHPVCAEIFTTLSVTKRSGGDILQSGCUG
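Rat TrxR1 (90 nM in the dispensed reagent) was pre-reduced with 400 uM NADPH for 5 min at room temperature, then incubated with compound for 15 min. After 400 uM selenite was added, NADPH fluorescence (Ex 340/Em 450 nm) was followed for 8 min.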
USP1-UAF1 inh: blocks the human USP1/UAF1 deubiquitinase complex | actives 0.23% (n = 390,000) | AID 743255 | O94782 | recombinant USP1/UAF1, Ub-Rhodamine cleavage fluorescence | Potency, µM (series often up to 57.1 µM), for inactives: top-dose activity change, negative = inhibition, actives largely listed as inhibitors; also: potency is read from the fitted curve at half-maximal effect; % is scaled to controls: 0 for no effect and ±100 for the full control effect; nearly all actives have a fitted effect of over 60% in size; inactives centre near -12
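1 nM enzyme complex + cpd, 15 min RT; start with Ub-Rho 150nM final; kinetic fluorescence ex 480/em 540, 6 reads q60 s. Buffer 50mM HEPES pH 7.8, 0.5mM EDTA, 0.1 mg/ml BSA, 1mM TCEP, 0.01% Tween-20.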
D2 agonist: agonists of human D2 dopamine receptor; actives 0.53% (n = 340,000); P14416; HEK293 T-REx D2 cells, calcium flux agonist mode; activation, % at 2 µM;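 active = activation over 3 SD above normal in the single-dose calcium agonist read, cut at about 30% in these data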; also: 0% is about no effect
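Agonism is scored from calcium flux in a force-coupled, inducible HEK293 cell line expressing D2, read kinetically for 180 s after compound addition against dopamine controls.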
TrxR1 substrate: rat thioredoxin reductase 1 substrate activity; O89049; purified TrxR1 substrate turnover, NADPH consumption readout; Potency, µM (titrated, usually from 114 µM), without a hit: at the top dose activity change, negative = substrate turnover; actives 0.01% (n = 390,000); AID 588456; also: potency is read from the fitted curve at half-maximal effect; % is scaled to controls: 0 for no effect and ±100 for the full control effect; nearly all actives have a fitted effect of over 50% in size
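Rat TrxR1, dispensed at 90 nM, was prereduced with 400 uM NADPH (final) for 5 min at ~22 deg C, then incubated with compound 15 min before 400 uM selenite. A first-read NADPH fluorescence drop versus no-compound background flagged substrates.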
Numbers without * were called inactive; ? = inconclusive; nt = not tested or not shown; & = joins results of further samples; [ ] = remark or other dose. Unless noted, calls follow the shape of the dose curve; as a rule, active = well fitted inhibition curve with a large enough effect; inconclusive = small, poorly fitted or top-dose-only effect; inactive = no such curve, though single readings can be large or run the other way. Not all compounds are listed (hit frequency here may not be typical).

The opening 7 compounds, to show the layout:
SMILES	TRHR enhancer	Pin1 inhibitor	mIDH1 inhibitor	D2 antag	TRHR agonist	TrxR1 inh	USP1-UAF1 inh	D2 agonist	TrxR1 substrate
COC(=O)c1nn(-c2cccc(Cl)c2)ccc1=O	-5	-4%	-12%	12	-0.1	8%	3%	0.0	-8%
CN(C)CCCNC(=S)Nc1ccc(Oc2ccccc2)cc1	-3	7%	5%	-11	-0.3	6%[57.1 µM]	-17%	1.1	5%[57.1 µM]
Brc1ccc(CN2CCSCC2)cc1	6	-8%	1%	11	-0.5	36%[activator]	-9%	-0.3	8%
Cc1ccc(C(=O)N2CC(=O)Nc3ccc(F)cc3C2c2ccc(F)cc2)cc1[N+](=O)[O-] (configuration not stated)	0	-2%	7%	13	1.4	14%	-5%	3.4	2%
Cc1ccc(OCC(=O)NNC(=O)Nc2ccc(Cl)cc2)c(Br)c1	nt	-3%	-5%	nt	nt	28%	-17%	nt	7%
Cc1noc(C)c1S(=O)(=O)N1CCC(C(=O)N(C)Cc2ccccc2)CC1	4	1%	-2%	15	1.2	12%[57.1 µM]	-8%	0.1	11%[57.1 µM]
COc1cc(S(=O)(=O)N2CCCN(C)CC2)ccc1NC(C)=O	30*	0%	-1%	-19	0.4	9%	-19%	-1.9	-2%

The list itself, from the first entry:
SMILES	TRHR enhancer	Pin1 inhibitor	mIDH1 inhibitor	D2 antag	TRHR agonist	TrxR1 inh	USP1-UAF1 inh	D2 agonist	TrxR1 substrate
COC(=O)c1nn(-c2cccc(Cl)c2)ccc1=O	-5	-4%	-12%	12	-0.1	8%	3%	0.0	-8%
CN(C)CCCNC(=S)Nc1ccc(Oc2ccccc2)cc1	-3	7%	5%	-11	-0.3	6%[57.1 µM]	-17%	1.1	5%[57.1 µM]
Brc1ccc(CN2CCSCC2)cc1	6	-8%	1%	11	-0.5	36%[activator]	-9%	-0.3	8%
Cc1ccc(C(=O)N2CC(=O)Nc3ccc(F)cc3C2c2ccc(F)cc2)cc1[N+](=O)[O-] (configuration not stated)	0	-2%	7%	13	1.4	14%	-5%	3.4	2%
Cc1ccc(OCC(=O)NNC(=O)Nc2ccc(Cl)cc2)c(Br)c1	nt	-3%	-5%	nt	nt	28%	-17%	nt	7%
Cc1noc(C)c1S(=O)(=O)N1CCC(C(=O)N(C)Cc2ccccc2)CC1	4	1%	-2%	15	1.2	12%[57.1 µM]	-8%	0.1	11%[57.1 µM]
COc1cc(S(=O)(=O)N2CCCN(C)CC2)ccc1NC(C)=O	30*	0%	-1%	-19	0.4	9%	-19%	-1.9	-2%
O=C(CSc1nc2[nH]ncc2c(=O)[nH]1)NCc1ccccc1Cl	2	1%	1%	11	-0.4	21%	-15%	0.3	12%
Cn1cnnc1-c1cccc(NS(=O)(=O)c2ccc(N3CCCC3=O)cc2)c1	2	-3%	0%	11	-0.1	17%	-23%	0.7	-9%
CC1(C(=O)NCCOc2ccccc2Cl)CC1(Cl)Cl (configuration not stated)	1	-4%	8%	-4	0.2	14%	-9%	-1.8	8%
CCOCCCn1c(=N)c(S(=O)(=O)c2ccc(C)cc2)cc2c(=O)n3cccc(C)c3nc21	-1	?	-10%	nt	0.4	15%	-20%	22	10%
CCOc1ccc(-n2c(SCC(=O)Nc3cc(C)on3)nc3c([nH]c4ccccc43)c2=O)cc1	2&-1	10%&12%	9%&-12%	2	0.7&-0.4	15%	-9%&-7%	-0.1	1%

Grouped by structure: the entries above containing an NH in an aromatic ring (two)
SMILES	TRHR enhancer	Pin1 inhibitor	mIDH1 inhibitor	D2 antag	TRHR agonist	TrxR1 inh	USP1-UAF1 inh	D2 agonist	TrxR1 substrate
O=C(CSc1nc2[nH]ncc2c(=O)[nH]1)NCc1ccccc1Cl	2	1%	1%	11	-0.4	21%	-15%	0.3	12%
CCOc1ccc(-n2c(SCC(=O)Nc3cc(C)on3)nc3c([nH]c4ccccc43)c2=O)cc1	2&-1	10%&12%	9%&-12%	2	0.7&-0.4	15%	-9%&-7%	-0.1	1%

Remaining list, next part:
SMILES	TRHR enhancer	Pin1 inhibitor	mIDH1 inhibitor	D2 antag	TRHR agonist	TrxR1 inh	USP1-UAF1 inh	D2 agonist	TrxR1 substrate
O=C(NC1CCSc2ccccc21)c1cccc([N+](=O)[O-])c1 (configuration not stated)	-5	4%	0%	-7	-1.9	2%	-7%	-2.0	-8%
CC1(C)NC(=O)N(CC(O)COc2ccc(-c3ccc(C#N)cc3)cc2)C1=O (configuration not stated)	1	1%	3%	-14	-0.1	78%[activator]	-13%	0.6	111%[activator]
CC(Sc1nnc(C2CC2)n1C1CC1)C(=O)c1ccc(F)cc1 (configuration not stated)	0	-1%	2%	7	-0.1	19%	-20%	0.2	-1%
CCC(=O)N1N=C(c2ccc(NS(=O)(=O)c3ccccc3)cc2)CC1c1ccco1 (configuration not stated)	nt	28%	1%	nt	nt	41%[activator]	-23%	nt	10%
Cc1[nH]n(-c2ccccc2)c(=O)c1C=NCc1ccco1	1	nt	nt	-6	-0.6	nt	nt	-0.8	nt
CCN1CCN(C(=O)c2cnn3c(C(F)F)cc(-c4ccc(C)cc4)nc23)CC1	4	?	3%	14	-0.3	-20%	-20%	0.1	4%
Cc1ccc2cc(CN(CCN3CCCC3)C(=O)Nc3ccccc3)c(=O)[nH]c2c1C	5	13%	1%	-14	0.8	-1%[57.1 µM]	-11%	-0.7	11%[57.1 µM]
COc1ccccc1/C=C/C(=O)c1cc(Br)ccc1OC(=O)c1ccco1	nt	14%	2%	nt	nt	-36%	-19%	nt	-18%
Cc1occc1C(=O)N/N=C/c1ccc(OCc2ccccc2)cc1	2	7%	-5%	15	-0.2	20%	-14%	-1.1	-4%
CCN(CC(=O)NC(C)C)C(=O)[C@@H](NC(=O)c1ccco1)C(C)C	0	0%	17%	1	0.7	-15%	5%	3.8	3%[57.1 µM]
COc1ccc([N+](=O)[O-])cc1NC(=O)Cc1c(Cl)cccc1Cl	2	10%	4%	16	-0.2	19%[57.1 µM]	-10%	-1.0	10%[57.1 µM]
CC(NC(=O)Cn1cnnn1)C12CC3CC(CC(C3)C1)C2 (configuration not stated)	14	2%	-5%	6	0.5	19%[57.1 µM]	-12%	0.6	23%[57.1 µM]
Cc1ccccc1C(=O)NC(C)C1CC2CCC1C2 (configuration not stated)	1	-4%	5%	-5	-1.2	-1%	-11%	2.6	-3%
Cc1cc(C(=O)N/N=C/c2cc([N+](=O)[O-])ccc2O)c2ccccc2n1	5	1%	6%	-5	0.8	-23%	-7%	0.4	-23%
O=C(Cc1cccc(NC(=O)C2CCN(C(=O)c3ccccc3)CC2)c1)Nc1cccc(C(=O)N2CCOCC2)c1	nt	6%	-6%[38.3 µM]	nt	nt	17%	-24%	nt	2%
CCc1ccccc1NS(=O)(=O)c1ccc2[nH]cc(C(=O)N3CCCCC3)c(=O)c2c1	15	-1%	-9%	nt	-0.9	-2%	3%	0.8	6%
N#CC1=C2N=C(N)c3ccccc3N2C2=C(C(=O)CCC2)C1c1cccc(Cl)c1 (configuration not stated)	-7	12%	?	-6	-0.4	?	-14%	0.0	-14%
CCN(CC(=O)NCc1ccc(Cl)cc1)C(=O)c1cccc(S(=O)(=O)Nc2ccc(OC)cc2)c1	-10	0%	-2%	6	0.2	-7%	-3%	0.2	-4%
Nc1ccc(S(=O)(=O)NC2(C(F)(F)F)NC(=O)N(c3ccccc3Cl)C2=O)cc1 (configuration not stated)	2	0%	-2%	0	0.2	-5%	-18%	1.0	-3%
CCNc1c(NC(=O)c2cccs2)c(=O)oc2ccccc12	-2	-2%	6%	0	1.2	0%	-17%	0.7	-5%
COc1cccc(C2CC(=O)Nc3c2c(=O)n(C)c2nc4ccccc4n32)c1 (configuration not stated)	-4	-2%	9%	nt	0.1	-3%	-27%	-0.5	22%
Cc1cc(C(=O)N/N=C/c2sc(N3CCOCC3)nc2-c2ccccc2)c(C)o1	6	42%[activator]	-6%	-1	-0.6	-16%	-7%	3.2	-2%
CN(C(=O)CN1CCC(NC(=O)c2ccccc2Br)CC1)C1CCCCC1	-5	0%	-1%	9	0.3	8%	-10%	-3.2	8%
O=C(Nc1ccccc1C(=O)NCc1ccc(Cl)cc1)c1ccco1	1	7%	1%	-9	-2.3	6%	-5%	0.0	4%
